Screening data: PubChem, Dana-Farber Cancer Institute and Novartis Institutes for BioMedical Research (Cambridge, Mass)
USP30 inh: inhibitors of human USP30 deubiquitinase. AID 1645860, 2021. actives 5.3% (n = 47,000). purified USP30, Ub-rhodamine cleavage fluorescence. inhibition, % at 25 µM
USP7 block: inhibitors of human USP7 deubiquitinase. inhibition, % at 20 µM. Ubiquitin carboxyl-terminal hydrolase 7 (Homo sapiens), Q93009. purified USP7, Ub-rhodamine cleavage fluorescence. AID 1645854, 2021. actives 0.3% (n = 47,000)
USP10 block: inhibitors of human USP10 deubiquitinase | Ubiquitin carboxyl-terminal hydrolase 10 (Homo sapiens), Q14694 | purified USP10, Ub-rhodamine fluorescence, 60 min | inhibition, % at 20 µM | actives 1.1% (n = 47,000) | AID 1645856, 2021
Target sequence (Q14694 whole entry, looked up): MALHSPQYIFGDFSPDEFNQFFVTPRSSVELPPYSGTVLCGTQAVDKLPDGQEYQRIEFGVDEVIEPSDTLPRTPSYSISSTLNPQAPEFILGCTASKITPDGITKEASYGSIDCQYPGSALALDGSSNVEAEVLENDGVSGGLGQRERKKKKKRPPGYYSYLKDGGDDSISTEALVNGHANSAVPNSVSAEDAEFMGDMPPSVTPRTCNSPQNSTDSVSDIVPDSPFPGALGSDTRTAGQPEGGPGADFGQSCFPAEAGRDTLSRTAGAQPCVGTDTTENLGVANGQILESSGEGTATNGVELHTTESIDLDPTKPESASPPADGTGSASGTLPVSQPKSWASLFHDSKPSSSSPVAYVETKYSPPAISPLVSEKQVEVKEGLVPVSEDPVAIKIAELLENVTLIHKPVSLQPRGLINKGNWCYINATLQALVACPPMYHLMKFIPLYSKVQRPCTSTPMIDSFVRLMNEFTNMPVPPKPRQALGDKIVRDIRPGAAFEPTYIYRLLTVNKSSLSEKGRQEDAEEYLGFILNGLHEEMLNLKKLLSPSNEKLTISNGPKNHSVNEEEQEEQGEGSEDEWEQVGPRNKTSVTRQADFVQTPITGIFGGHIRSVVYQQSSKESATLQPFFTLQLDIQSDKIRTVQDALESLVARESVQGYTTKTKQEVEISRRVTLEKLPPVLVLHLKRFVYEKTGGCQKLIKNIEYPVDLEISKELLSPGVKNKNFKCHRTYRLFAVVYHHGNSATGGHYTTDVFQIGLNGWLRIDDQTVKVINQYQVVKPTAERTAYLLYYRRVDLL
OTUD3 block: inhibitors of human OTUD3 deubiquitinase | OTU domain-containing protein 3 (Homo sapiens), Q5T2D3 | inhibition, % at 25 µM | actives 0.7% (n = 47,000) | purified OTUD3, Ub-rhodamine fluorescence, 2 h
UCHL1 inh: inhibitors of human UCHL1 deubiquitinase | actives 0.2% (n = 47,000) | purified UCHL1, Ub-rhodamine cleavage fluorescence | Ubiquitin carboxyl-terminal hydrolase isozyme L1 (Homo sapiens), P09936 | inhibition, % at 20 µM
Target sequence (P09936 whole entry, looked up): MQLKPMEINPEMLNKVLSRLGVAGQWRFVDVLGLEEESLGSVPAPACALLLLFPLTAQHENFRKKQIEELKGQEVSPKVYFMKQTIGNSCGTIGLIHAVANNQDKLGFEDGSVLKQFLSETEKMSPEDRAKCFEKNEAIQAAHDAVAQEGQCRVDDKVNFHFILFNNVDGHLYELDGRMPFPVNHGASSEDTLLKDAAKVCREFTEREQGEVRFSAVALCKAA
USP17 inh: inhibitors of human USP17 deubiquitinase; Ubiquitin carboxyl-terminal hydrolase 17-like protein 5 (Homo sapiens), A8MUK1; purified USP17, Ub-rhodamine cleavage fluorescence, 3 h; inhibition, % at 50 µM; actives 6.5% (n = 47,000); AID 1645855, 2021
USP8 block: inhibitors of human USP8 deubiquitinase. Ubiquitin carboxyl-terminal hydrolase 8 (Homo sapiens), P40818. purified USP8, Ub-rhodamine cleavage fluorescence, 30 min. inhibition, % at 20 µM. actives 4.2% (n = 47,000). AID 1645853, 2021
USP28 inh: inhibitors of human USP28 deubiquitinase. Ubiquitin carboxyl-terminal hydrolase 28 (Homo sapiens), Q96RU2. purified USP28, Ub-rhodamine cleavage fluorescence, 30 min. inhibition, % at 25 µM. actives 3% (n = 47,000). AID 1645857, 2021
Starred values were filed as active, the others as inactive. No stated cut-off is given here; in the data, active means inhibition above about 30%; inactive means the rest.

How did CCn1c(CNC(=O)c2cccc(C)c2)nnc1SCC(=O)N1CCCc2ccccc21 do in these assays?
USP30 inh: 18; USP7 block: -1; USP10 block: 1; OTUD3 block: 5; UCHL1 inh: 0; USP17 inh: 4; USP8 block: 2; USP28 inh: 4

Results for Cc1ccc2oc(C(=O)NCC(c3ccccc3Cl)N3CCCC3)cc(=O)c2c1 (stereo not drawn) ?
USP30 inh: 8; USP7 block: 10; USP10 block: 1; OTUD3 block: 3; UCHL1 inh: 4; USP8 block: 3; USP28 inh: 0

Results for Cc1ccc(C(=O)OC(c2ccccc2)c2nccc3ccccc23)cc1 (stereo not drawn) ?
USP30 inh: 17; USP7 block: 10; USP10 block: 5; OTUD3 block: 15; UCHL1 inh: 6; USP17 inh: 6; USP8 block: 10; USP28 inh: 13

Results for Cc1cccc(NC(=O)Cn2c(=O)n(-c3ccccc3)c3ncccc32)c1 ?
USP30 inh: -26; USP7 block: -2; USP10 block: -1; OTUD3 block: -11; UCHL1 inh: -1; USP17 inh: -17; USP8 block: -1; USP28 inh: -7

What do the screens show for `CC(C)(C)OC(=O)NC1CCN(S(=O)(=O)c2ccc(Cl)cc2)CC1`?
USP30 inh: 22; USP7 block: 5; USP10 block: 7; OTUD3 block: 12; UCHL1 inh: 3; USP17 inh: 8; USP8 block: 18; USP28 inh: 9

How did COc1ccc(NC(=O)C2(NC(=O)c3ccc(-n4cnnn4)cc3)CCCCC2)cc1 do in these assays?
USP30 inh: 0; USP7 block: -1; USP10 block: 4; OTUD3 block: 2; UCHL1 inh: 0; USP17 inh: 1; USP8 block: 0; USP28 inh: -1

How did N#Cc1ccc(C(=O)N2CCC(COc3ccc(C(=O)N4CCOCC4)cc3)CC2)cc1 do in these assays?
USP30 inh: 3; USP7 block: 3; USP10 block: -2; OTUD3 block: -4; UCHL1 inh: -2; USP17 inh: 0; USP8 block: -9; USP28 inh: -3

Results for COc1ccc(C(=O)CC2(O)C(=O)N(Cc3ccccc3)c3ccccc32)c(OC)c1 (stereo not drawn) ?
USP30 inh: -23; USP7 block: -12; USP10 block: 2; OTUD3 block: -3; UCHL1 inh: 2; USP17 inh: -8; USP8 block: -1; USP28 inh: -12

Results for Cc1ccc(CNc2nnc(C)c(=O)[nH]2)cc1 ?
USP30 inh: 7; USP7 block: 2; USP10 block: 0; OTUD3 block: -4; UCHL1 inh: -5; USP17 inh: 9; USP8 block: -9; USP28 inh: -8

How did O=c1c2ccccc2n(Cc2ccccc2)c(=O)n1Cc1nc(-c2ccccc2)no1 do in these assays?
USP30 inh: 30*; USP7 block: 11; USP10 block: 12; OTUD3 block: 20; UCHL1 inh: 1; USP17 inh: 11; USP8 block: 17; USP28 inh: 15

What do the screens show for `COc1ccc(F)c([C@@H]2NC(=O)CC[C@H]2NCc2cccc(O)c2)c1`?
USP30 inh: -14; USP7 block: -4; USP10 block: -2; OTUD3 block: -7; UCHL1 inh: -2; USP17 inh: -6; USP8 block: 1; USP28 inh: 0

How did O=C(NCc1ccccc1)N1CCCn2c(CN3CCCCC3)nnc2C1 do in these assays?
USP30 inh: 0; USP7 block: 0; USP10 block: 0; OTUD3 block: 0; UCHL1 inh: -1; USP17 inh: -5; USP8 block: -12; USP28 inh: -4

What do the screens show for `CCOc1ccc(CNC(=O)C2CCCN(C(=O)c3[nH]c(C)cc3C)C2)cc1` (stereo not drawn)?
USP30 inh: -6; USP7 block: -2; USP10 block: 0; OTUD3 block: -2; UCHL1 inh: -3; USP17 inh: -2; USP8 block: 0; USP28 inh: -4

What do the screens show for `O=C(Nc1ccc(Cl)cc1F)c1cc(-c2cccnc2)n[nH]1`?
USP30 inh: 41*; USP7 block: 1; USP10 block: 7; OTUD3 block: 5; UCHL1 inh: -2; USP17 inh: 28; USP8 block: 2; USP28 inh: 12

Results for COc1cc(S(=O)(=O)N2CCC(c3nc4c(nnn4Cc4cccc(F)c4)c(=O)[nH]3)CC2)ccc1-n1cnnn1 ?
USP30 inh: -35; USP7 block: 8; USP10 block: -8; OTUD3 block: -16; UCHL1 inh: -1; USP17 inh: -17; USP8 block: -12; USP28 inh: 8

Looked up by compound from above:
How did O=c1c2ccccc2n(Cc2ccccc2)c(=O)n1Cc1nc(-c2ccccc2)no1 do in these assays?
USP30 inh: 30*; USP7 block: 11; USP10 block: 12; OTUD3 block: 20; UCHL1 inh: 1; USP17 inh: 11; USP8 block: 17; USP28 inh: 15

Results for COc1cc(S(=O)(=O)N2CCC(c3nc4c(nnn4Cc4cccc(F)c4)c(=O)[nH]3)CC2)ccc1-n1cnnn1 ?
USP30 inh: -35; USP7 block: 8; USP10 block: -8; OTUD3 block: -16; UCHL1 inh: -1; USP17 inh: -17; USP8 block: -12; USP28 inh: 8

(more compounds)
What do the screens show for `Cc1sc2nc(-c3cccnc3)nc(NCCCN3CCOCC3)c2c1C`?
USP30 inh: 21; USP7 block: -11; USP10 block: -5; OTUD3 block: -2; UCHL1 inh: 4; USP17 inh: 33*; USP8 block: -30; USP28 inh: 4

How did O=C(CSc1ccc(-c2ccncc2)nn1)Nc1ccc(Cl)cc1 do in these assays?
USP30 inh: 23; USP7 block: -2; USP10 block: 1; OTUD3 block: 15; UCHL1 inh: 2; USP17 inh: 32*; USP8 block: 4; USP28 inh: 10

How did Cc1cn2nnc(C(=O)Nc3ccc(Cl)c(Cl)c3)c2c(=O)[nH]1 do in these assays?
USP30 inh: -17; USP7 block: 10; USP10 block: 14; OTUD3 block: -1; UCHL1 inh: 0; USP17 inh: 3; USP8 block: 97*; USP28 inh: -9

How did O=C1NCc2ccccc2CC12CCCCN2Cc1ccnc2ccccc12 (stereo not drawn) do in these assays?
USP30 inh: -482; USP7 block: -98; USP10 block: -10; OTUD3 block: -106; UCHL1 inh: -91; USP17 inh: -89; USP8 block: -11; USP28 inh: -125

How did COc1ccc(OC)c(CNCCCN2CCOCC2)c1 do in these assays?
USP30 inh: 4; USP7 block: 7; USP10 block: -1; OTUD3 block: -5; UCHL1 inh: -4; USP17 inh: -26; USP8 block: 0; USP28 inh: -5

Results for COc1ccc(CC(=O)N2CC[C@@H]3CN(CCC(C)C)S(=O)(=O)[C@@H]3CC2)cc1 ?
USP30 inh: 5; USP7 block: 0; USP10 block: -1; OTUD3 block: 4; UCHL1 inh: 1; USP17 inh: -26; USP8 block: -177; USP28 inh: 6

What do the screens show for `Cn1nc(-c2ccccc2)c2c1C[C@@H]1CN(C(=O)C3(C)CC3)C[C@H]21`?
USP30 inh: 0; USP7 block: -1; USP10 block: -1; OTUD3 block: 0; UCHL1 inh: -4; USP17 inh: -2; USP8 block: -18; USP28 inh: 2

What do the screens show for `CCCn1nc(-n2cnnc2)c(NC(=O)c2ccccc2OCC)c1C`?
USP30 inh: -4; USP7 block: 3; USP10 block: -1; OTUD3 block: -5; UCHL1 inh: 0; USP17 inh: 5; USP8 block: 2; USP28 inh: -1

Results for CC1=C(C(=O)OCc2ccc3c(c2)OCO3)C(c2ccccc2C)CC(=O)N1 (stereo not drawn) ?
USP30 inh: 28; USP7 block: 4; USP10 block: 11; OTUD3 block: 6; UCHL1 inh: 8; USP17 inh: 13; USP8 block: 7; USP28 inh: 15

Results for CN1CCn2cc(S(=O)(=O)NCc3cc(F)cc(F)c3)cc2C1=O ?
USP30 inh: -15; USP7 block: -1; USP10 block: -2; OTUD3 block: 0; UCHL1 inh: 0; USP17 inh: -1; USP8 block: 1; USP28 inh: 0

How did CCn1c(CN2CCc3c(nc(-c4ccccn4)[nH]c3=O)C2)nc2ccccc21 do in these assays?
USP30 inh: -3; USP7 block: 2; USP10 block: -6; OTUD3 block: 6; UCHL1 inh: 0; USP17 inh: -41; USP8 block: -255; USP28 inh: -5

How did COC(=O)c1ccc(C2c3[nH]c4ccccc4c3C[C@H]3C(=O)N(CC4CCCO4)CC(=O)N23)cc1 (stereo partly drawn) do in these assays?
USP30 inh: -26; USP7 block: 2; USP10 block: -7; OTUD3 block: -5; UCHL1 inh: 3; USP8 block: 13; USP28 inh: -3

Results for CCN(C(=O)c1cccc(Cn2ccnc2C)c1)[C@H]1C[C@@H](c2ccccc2)OC2(CCNCC2)C1 ?
USP30 inh: 11; USP7 block: 9; USP10 block: 3; OTUD3 block: 8; UCHL1 inh: 1; USP17 inh: 1; USP8 block: -10; USP28 inh: 3

What do the screens show for `Cc1nc(-c2cc(C(=O)NCCN3CCOCC3)c3ccccn23)cn1C`?
USP30 inh: inactive; USP7 block: -42; USP10 block: -10; OTUD3 block: -129; UCHL1 inh: -42; USP17 inh: -125; USP8 block: -71; USP28 inh: -168

How did Cc1cc(C)c(-n2nnnc2SCC(=O)c2cccc([N+](=O)[O-])c2)c(C)c1 do in these assays?
USP30 inh: 19; USP7 block: 5; USP10 block: 7; OTUD3 block: 22; UCHL1 inh: 5; USP17 inh: 27; USP8 block: 15; USP28 inh: 14

How did O=C(CSc1nc(C(F)(F)F)cc(=O)[nH]1)NCc1ccccc1 do in these assays?
USP30 inh: -3; USP7 block: 3; USP10 block: 3; OTUD3 block: -4; UCHL1 inh: 0; USP17 inh: 3; USP8 block: -3; USP28 inh: -1

Results for O=C(CN1CCC(c2nc(-c3ccccc3)no2)CC1)Nc1ccccc1 ?
USP30 inh: -13; USP7 block: -2; USP10 block: 2; OTUD3 block: -7; UCHL1 inh: 3; USP17 inh: -26; USP8 block: 3; USP28 inh: -19

What do the screens show for `O=C(Nc1nnc2ccccn12)c1ccccc1F`?
USP30 inh: -4; USP7 block: 0; USP10 block: -1; OTUD3 block: -1; UCHL1 inh: -3; USP17 inh: -9; USP8 block: -67; USP28 inh: 5

What do the screens show for `O=C(CN(c1cccc(Cl)c1Cl)S(=O)(=O)c1ccccc1)N1CCCCCC1`?
USP30 inh: 1; USP7 block: -9; USP10 block: 4; OTUD3 block: 7; UCHL1 inh: 0; USP17 inh: -2; USP8 block: -170; USP28 inh: 9

What do the screens show for `Cc1cc(C)nc(N2CCC(N(CC3CC3)C(=O)c3cccc(C#N)c3)CC2)n1`?
USP30 inh: -267; USP7 block: -12; USP10 block: -10; OTUD3 block: -56; UCHL1 inh: -11; USP17 inh: -78; USP8 block: -21; USP28 inh: -72

How did COc1cc(C2CN3C(=O)CN(Cc4ccco4)C(=O)[C@]3(C)c3[nH]c4ccccc4c32)ccc1OC(C)C (stereo partly drawn) do in these assays?
USP30 inh: -71; USP7 block: 4; USP10 block: -13; OTUD3 block: -19; UCHL1 inh: 5; USP17 inh: -10; USP8 block: -18; USP28 inh: -15

How did CCOC(=O)c1cc(=O)c2ccc(OCC(=O)Nc3ccc4c(c3)OCCO4)cc2o1 do in these assays?
USP30 inh: 26; USP7 block: 2; USP10 block: 7; OTUD3 block: 20; UCHL1 inh: 5; USP8 block: 65*; USP28 inh: 18

7 compounds already listed, ordered by length of the SMILES, smallest number first:
What do the screens show for `O=C(Nc1nnc2ccccn12)c1ccccc1F`?
USP30 inh: -4; USP7 block: 0; USP10 block: -1; OTUD3 block: -1; UCHL1 inh: -3; USP17 inh: -9; USP8 block: -67; USP28 inh: 5

Results for O=C(CN1CCC(c2nc(-c3ccccc3)no2)CC1)Nc1ccccc1 ?
USP30 inh: -13; USP7 block: -2; USP10 block: 2; OTUD3 block: -7; UCHL1 inh: 3; USP17 inh: -26; USP8 block: 3; USP28 inh: -19

What do the screens show for `Cc1cc(C)nc(N2CCC(N(CC3CC3)C(=O)c3cccc(C#N)c3)CC2)n1`?
USP30 inh: -267; USP7 block: -12; USP10 block: -10; OTUD3 block: -56; UCHL1 inh: -11; USP17 inh: -78; USP8 block: -21; USP28 inh: -72

How did CCOC(=O)c1cc(=O)c2ccc(OCC(=O)Nc3ccc4c(c3)OCCO4)cc2o1 do in these assays?
USP30 inh: 26; USP7 block: 2; USP10 block: 7; OTUD3 block: 20; UCHL1 inh: 5; USP8 block: 65*; USP28 inh: 18

How did Cc1cc(C)c(-n2nnnc2SCC(=O)c2cccc([N+](=O)[O-])c2)c(C)c1 do in these assays?
USP30 inh: 19; USP7 block: 5; USP10 block: 7; OTUD3 block: 22; UCHL1 inh: 5; USP17 inh: 27; USP8 block: 15; USP28 inh: 14

Results for CCN(C(=O)c1cccc(Cn2ccnc2C)c1)[C@H]1C[C@@H](c2ccccc2)OC2(CCNCC2)C1 ?
USP30 inh: 11; USP7 block: 9; USP10 block: 3; OTUD3 block: 8; UCHL1 inh: 1; USP17 inh: 1; USP8 block: -10; USP28 inh: 3

How did COc1cc(C2CN3C(=O)CN(Cc4ccco4)C(=O)[C@]3(C)c3[nH]c4ccccc4c32)ccc1OC(C)C (stereo partly drawn) do in these assays?
USP30 inh: -71; USP7 block: 4; USP10 block: -13; OTUD3 block: -19; UCHL1 inh: 5; USP17 inh: -10; USP8 block: -18; USP28 inh: -15

The order is random. Share with any hit: about 14%.
